# Assay outcomes deposited in PubChem BioAssay by Broad Institute.
# PGC1a acetyl inh: lowers PGC1a acetylation signal in U2OS cells; AlphaScreen anti-acetyl-lysine; with virally co-expressed GCN5 acetyltransferase; inhibition, % at 15.6 µM; hit rate 0.17% among 350,000; AID 651687;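 active means every replicate shows inhibition of at least 40%; inconclusive means mean inhibition at least 40% but some replicate below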;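 further: 0% = neutral control wells and 100% = positive control wells; some results beyond the cut were filed as inactive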
# LGR2 inh: Drosophila LGR2 receptor signaling inhibition | HEK293 LGR2, CRE-luciferase, bursicon-stimulated, 4 h | inhibition, % at 9.99 µM | hit rate 0.35% among 380,000 | AID 720647;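 active means drop in luminescence signal, shown as inhibition above about 50% in the replicate tests, limit read from the data, passing the limit was not always enough; inconclusive means probably only some replicates passing the limit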;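 further: agonist challenge used bursicon conditioned medium at about half maximal strength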
# C2C12 statin: suppressors of simvastatin-induced myotoxicity in C2C12 myotubes | ATP luminescence, 48 h; scaled: DMSO 0, geranylgeraniol control 100 | rescue of ATP level, % at 7.49 µM | hit rate 0.78% among 330,000 | AID 602340;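 active means mean ATP rescue above about 67%, or every replicate alone reaching that limit, limit read from the data, passing the limit was not always enough; inconclusive means no clear call, values can overlap the other calls; inactive means mean under the limit and some replicate under it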;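 further: myotubes were challenged with 10 µM simvastatin during compound exposure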
# PAX8 reporter: lowers PAX8-driven luciferase in RMG-I cells | RMG-I TPO-luciferase reporter, SteadyGlo, 24 h | inhibition, % at 12.6 µM | hit rate 1.2% among 360,000;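 active means mean replicate inhibition at least 60% with every replicate also reaching 60%; inconclusive means only one of the two criteria is met; inactive means mean below 60% and not all replicates reaching 60%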;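 further: luciferase light reporting Pax8 driven TPO promoter activity; plate controls were median of neutral control wells for no effect and mitoxantrone controls for full effect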
# INS-1E GSIS act: primary screen for activators of insulin secretion dependent on glucose, INS-1E cells, GLuc reporter luminescence. INS-1E GLuc reporter insulin secretion, 2-3 h. activation, % at 16.6 µM. hit rate 0.61% among 370,000;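 active means lowest replicate activation of at least 40%, so every replicate reaches that level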;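 further: 0% = median of neutral control wells and 100% = median of IBMX positive control wells; some compounds called inactive have numbers as strong as hits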
# ARNT-TACC3 inh: disruptors of human ARNT/TACC3 interaction | AID 623870 | hit rate 0.66% among 390,000 | inhibition, % at 9.99 µM | AlphaScreen His-ARNT PAS-B/GST-TACC3 binding, luminescence; TACC3 fragment carries E629A point mutation;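 active means mean inhibition of replicates at least 50% and at least half of replicates each reaching 50%; inconclusive means half or more replicates reach 50% but mean below 50%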;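 further: 0% = complete ARNT plus TACC3 wells and 100% = ARNT alone without TACC3; many hits fall short of the cut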
# PglD DTNB: PglD (C. jejuni) enzyme inhibition; purified PglD enzyme, DTNB colorimetric CoA detection; inhibition, % at 12.5 µM; hit rate 0.098% among 360,000; AID 602405; in the data active means inhibition above about 16%, passing the limit was not always enough; inconclusive means no clear call, values can overlap the other calls; further: strong numbers were not always called active
# Cneo AK release: causes C. neoformans cell lysis; adenylate kinase release luminescence, 4 h; normalised: neutral wells 0, clomiphene wells 100; lysis activity, % at 15 µM; hit rate 0.2% among 360,000;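 active means mean lysis activity across replicates of at least 80%, whatever share of replicates individually reach that level; inactive means mean lysis activity below 80%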
#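 Material: C. neoformans cells | Amount: Yeast cell density of 5 × 10^6 cells/mL | Medium: Fresh YPD growth medium | Dosing: Single dose | Times: Static 4 h at 37 °C with compound, 1 h detection | Detection: AK luminescence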
# * hit, by the source's call; ? = inconclusive; · = no result given.
SMILES,PGC1a acetyl inh,LGR2 inh,C2C12 statin,PAX8 reporter,INS-1E GSIS act,ARNT-TACC3 inh,PglD DTNB,Cneo AK release
Cc1cc(NC(=O)CCC(=O)N(Cc2ccccc2)C2(C(=O)NC3CCCCC3)CCCC2)no1,·,-5,3,1,-38,3,1,2
COCC(=O)N1C[C@H]2[C@@H](c3ccccc31)[C@@H](CO)N2C(=O)C1CCCC1,4,2,-6,-10,5,3,5,-2
Cc1cccc(C)c1NC(=S)Nc1ccc(Cl)c(Cl)c1,·,-5,-8,4,-4,2,6,-2
COc1cc(C(O)c2nc(-c3cnn(C)c3)cs2)ccc1F (stereo not drawn),9,-13,-1,9,-1,·,-7,0
CN(C)/C=N/S(=O)(=O)c1cccn1-c1ncc(C(F)(F)F)cc1Cl,·,-1,·,-17,18,2,·,·
O=C(Nc1ccc(F)cc1)c1cc(Cl)sc1Cl,10,-43,·,-13,11,4,·,·
CC(C)(C)OC(=O)N1CCC(C(=O)N[C@@H](Cc2ccccc2)C(=O)O)CC1,-1,·,115*,·,·,-1,-2,-1
Cc1ccc(NC(=O)c2ccccc2-c2ccc(C(F)(F)F)cc2)cc1S(=O)(=O)N1CCOCC1,-42,1,·,21,-25,-5,1,2
O=C(Oc1cccc(/C=N/Nc2nc(N3CCOCC3)nc(N3CCOCC3)n2)c1)c1ccco1,-3,·,·,·,·,-18,-3,-1
COc1ccccc1-c1cccc(-c2nc(C(=O)N3CCCCC3)cc3c2[C@H](CCO)N([S@@](=O)C(C)(C)C)C3)c1,-10,-27,8,-16,-24,-6,2,-8
C=CCOC(=O)CCCC(=O)NC1CCCCC1,8,·,1,·,·,6,-7,1
Cc1oc(-c2cccs2)nc1CN1CCC(C(=O)N2CCCC2)CC1,·,25,·,20,-2,6,·,·
CC(C(=O)NC1CCCC1)N(C(=O)c1snc(C(N)=O)c1N)c1ccc2c(c1)OCCO2 (stereo not drawn),2,·,1,19,·,0,-2,1
Cc1cc(C(=O)COC(=O)c2cccnc2Cl)c(C)n1C,·,?,1,-83,6,6,4,-8
COCC(=O)Nc1ccc2c(c1)[C@@H]1C[C@@H](CC(=O)NCCN3CCCCC3)O[C@H](CO)[C@@H]1O2,-7,-8,2,-4,2,·,0,2
COc1cc2c(cc1OC)C(C)N(C(=O)c1nccnc1C(=O)O)CC2 (stereo not drawn),-4,-4,·,11,7,7,9,0
O=C(COC(=O)Cc1ccc(S(=O)(=O)N2CCOCC2)s1)NCc1ccccc1,-10,·,-4,·,·,26,5,0
NC(=S)Nc1cccc(F)c1,1,7,-41,35,3,5,8,3
CSc1nnc(C2CCCN2)n1C (stereo not drawn),-9,·,-13,·,·,·,4,1
CCc1nonc1NC(=O)c1oc2c(C)c(C)ccc2c1C,9,27,1,-5,-23,-4,-2,6
O=C(NCC1CC1)[C@H]1[C@H](CO)[C@H]2Cn3c(ccc(-c4cccnc4)c3=O)[C@H]2N1C(=O)NC1CCCC1,·,10,5,8,4,-2,0,-1
CC(CCc1ccccc1)NC(=O)c1ccccc1Cl (stereo not drawn),·,3,6,21,3,1,-9,-1
COc1cc(C(=O)NCc2nnc(SCC(=O)NCCc3ccccc3)o2)cc(OC)c1OC,-15,3,-19,-4,3,-6,1,-2
COc1ccc(S(=O)(=O)N2CCCCC2C)cc1 (stereo not drawn),-7,6,-5,9,-3,-2,-5,-2
C[C@H](NC(=O)C[C@H]1C=C[C@H](NC(=O)C2CCOCC2)[C@@H](CO)O1)c1ccccc1,-2,12,-2,7,1,-1,-1,1
COc1ccc(C(=O)COC(=O)COc2ccc(C)c(C)c2)cc1,5,-10,·,31,10,26,0,0
Cc1ccc(NC(=O)C2CCCN2C(=O)NC2CCCCC2)cc1C (stereo not drawn),-2,7,·,-4,18,2,·,·
Cc1ccc(OCc2cc(C(=O)N(C)CCc3nc4ccccc4[nH]3)no2)cc1C,-3,-6,2,9,-19,-1,1,1
O=C(COc1ccccc1)N1N=C(c2cccnc2)CC1(O)C(F)(F)F (stereo not drawn),-12,12,·,8,4,-3,0,3
C=CCN(CC(=O)Nc1c(C)cccc1CC)C(=O)SCCC,·,1,4,·,-6,-3,5,4

# Quoted at random: 2 compounds from above, in no set order.
SMILES,PGC1a acetyl inh,LGR2 inh,C2C12 statin,PAX8 reporter,INS-1E GSIS act,ARNT-TACC3 inh,PglD DTNB,Cneo AK release
COc1cc(C(=O)NCc2nnc(SCC(=O)NCCc3ccccc3)o2)cc(OC)c1OC,-15,3,-19,-4,3,-6,1,-2
COc1ccc(S(=O)(=O)N2CCCCC2C)cc1 (stereo not drawn),-7,6,-5,9,-3,-2,-5,-2

# Remaining list, next part
SMILES,PGC1a acetyl inh,LGR2 inh,C2C12 statin,PAX8 reporter,INS-1E GSIS act,ARNT-TACC3 inh,PglD DTNB,Cneo AK release
COc1ccccc1CN1CCNC(=O)C1CC(=O)NCCOc1cccnc1 (stereo not drawn),·,12,·,6,-2,2,·,·
O=C(CC(=O)Nc1cccc(Cl)c1Cl)Nc1cccc(Cl)c1Cl,10,7,0,8,-2,-3,0,0
COc1ccc(/C=N/OCC(=O)Nc2ccc3c(c2)OCO3)c(OC)c1,-1,7,7,-4,-8,8,-2,0
Cc1nnc(N/N=C/c2cccc(OCc3ccc(Cl)c(Cl)c3)c2)n1N,17,-21,·,·,-15,-3,-6,6
COCCNc1oc(-c2ccc(F)cc2)nc1C#N,7,28,·,·,·,1,-3,0
O=C(Nc1ccc2oc(-c3ccccc3F)nc2c1)c1ccc2c(c1)OCCO2,-2,·,7,·,5,-6,9,1
COc1ccccc1S(=O)(=O)CC(O)COc1ccc(C#N)cc1 (stereo not drawn),·,7,·,21,6,-10,·,·
O=C(NCC1CC1)[C@@H]1[C@@H](CO)[C@@H]2Cn3c(ccc(-c4cncnc4)c3=O)[C@@H]2N1C(=O)NC1CCCC1,·,1,-2,·,4,5,-1,-1
C[C@@H]1CN([C@H](C)CO)C(=O)c2cccc(NC(=O)C3CCOCC3)c2O[C@H]1CN(C)S(=O)(=O)c1ccc(Cl)cc1,-2,-7,-3,-6,17,0,-2,-1
O=C1N(c2ccccc2)C(=Nc2ccccc2)SC12CC2,·,-3,·,1,6,-21,·,·
O=C(CCc1ccccc1)Nc1ccc(F)cc1F,-8,-63,-2,·,-2,-6,1,-1
CC(=O)NCCC1CCCCN1Cc1nc(Cc2cccc(C(F)(F)F)c2)no1 (stereo not drawn),2,7,·,-2,-18,-4,·,·
CCNc1nc(NCC)n2c(SCC(=O)Nc3ccc(OC(F)F)cc3)nnc2n1,·,8,·,11,-7,-3,·,·
CCOC(=O)N1CCC(NC(=O)Cn2nc(-c3ccccc3)ccc2=O)CC1,0,2,-4,·,-3,-6,-2,6
O=C(C1=C[C@@H](c2ccc(Br)cc2)C[C@@H](OCc2ccc(CO)cc2)O1)N1CCN(Cc2ccc3c(c2)OCO3)CC1,·,·,7,·,·,4,1,6

# Rewritten with two lines to a compound: entries from further up.
# Every second line gives: PGC1a acetyl inh | LGR2 inh | C2C12 statin | PAX8 reporter | INS-1E GSIS act | ARNT-TACC3 inh | PglD DTNB | Cneo AK release
COc1ccc(C(=O)COC(=O)COc2ccc(C)c(C)c2)cc1
 : 5 | -10 | · | 31 | 10 | 26 | 0 | 0
Cc1ccc(NC(=O)C2CCCN2C(=O)NC2CCCCC2)cc1C (stereo not drawn)
 : -2 | 7 | · | -4 | 18 | 2 | · | ·
Cc1ccc(OCc2cc(C(=O)N(C)CCc3nc4ccccc4[nH]3)no2)cc1C
 : -3 | -6 | 2 | 9 | -19 | -1 | 1 | 1

# Reformatted: results already given
molecule	PGC1a acetyl inh	LGR2 inh	C2C12 statin	PAX8 reporter	INS-1E GSIS act	ARNT-TACC3 inh	PglD DTNB	Cneo AK release
CCNc1nc(NCC)n2c(SCC(=O)Nc3ccc(OC(F)F)cc3)nnc2n1	·	8	·	11	-7	-3	·	·
CCOC(=O)N1CCC(NC(=O)Cn2nc(-c3ccccc3)ccc2=O)CC1	0	2	-4	·	-3	-6	-2	6
O=C(C1=C[C@@H](c2ccc(Br)cc2)C[C@@H](OCc2ccc(CO)cc2)O1)N1CCN(Cc2ccc3c(c2)OCO3)CC1	·	·	7	·	·	4	1	6

# (listing goes on)
SMILES,PGC1a acetyl inh,LGR2 inh,C2C12 statin,PAX8 reporter,INS-1E GSIS act,ARNT-TACC3 inh,PglD DTNB,Cneo AK release
NC(COCc1ccccc1)c1csc(Nc2ccc(S(N)(=O)=O)cc2)n1 (stereo not drawn),·,19,8,23,-9,·,1,24
Cc1ccc(CC(=O)Nc2ccc(C(=O)N3CCCCC3)cc2)cc1,-4,-4,13,-10,-1,-4,-4,-1
C[C@@H]1CN([C@H](C)CO)C(=O)c2cc(NS(C)(=O)=O)ccc2O[C@H]1CN(C)CC1CCCCC1,16,-9,19,-7,-5,·,4,-1
COc1ccc(CNC(=O)Nc2cccc(C)c2)cc1,-26,·,49,-145,·,·,6,2
Cc1ccc(NC(=O)CSc2nnc(NC(=O)C3CC3)s2)cc1C,3,-6,17,2,3,-7,-5,1
CC1CN(c2ccc(C(F)(F)F)cc2[N+](=O)[O-])CCN1S(C)(=O)=O (stereo not drawn),0,-27,3,1,0,5,-2,1
COc1ccc(-c2csc(NC(=O)CN3C(=O)C4CC=CCC4C3=O)n2)cc1 (stereo not drawn),-13,4,6,-7,12,1,-6,-1
C[C@@H]1CCCCO[C@H](CN(C)C(=O)Nc2ccc(C(F)(F)F)cc2)[C@@H](C)CN([C@@H](C)CO)C(=O)c2cc(NC(=O)Cc3ccccc3)ccc2O1,8,21,·,12,-10,4,2,-8
CCCC#Cc1cnc2c(c1)C(=O)N([C@H](C)CO)C[C@@H](C)[C@H](CN(C)Cc1cccnc1)O2,-7,6,·,·,-5,-3,4,-3
CCN(CC)c1ccc(C(=O)OCC(=O)NC2CCCCC2C)cc1 (stereo not drawn),-6,·,-1,17,·,-1,1,1
C[C@H]1CN([C@@H](C)CO)C(=O)c2cccc(NC(=O)Nc3ccccc3)c2O[C@H]1CN(C)CC1CCCCC1,·,5,-9,5,-3,-1,6,-2
CC(=O)c1c(C)[nH]c(C(=O)OCc2ccc(Br)cc2)c1C,6,-5,5,-70,2,-6,·,·
CC(=O)Nc1ccc(S(=O)(=O)Nn2cnnc2)cc1,23,9,-1,-3,3,-3,·,·
Cc1cc(-n2cccn2)ccc1CN1CCN(CC(C)C)C(CCO)C1 (stereo not drawn),5,7,·,9,12,-1,0,0
COc1ccc(C(C)=O)cc1CN1C(=O)C(C)N(c2ccc(C)cc2)C1=O (stereo not drawn),·,·,3,10,·,-4,6,2
CC(O/N=C(\N)c1ccccc1)C(=O)Nc1cccc(C(F)(F)F)c1 (stereo not drawn),11,-13,-3,-5,-29,0,0,0
Cc1ccc(S(=O)(=O)N(C)C[C@@H]2OCCCC[C@H](C)Oc3ccc(NC(=O)Nc4ccc(C(F)(F)F)cc4)cc3C(=O)N([C@@H](C)CO)C[C@@H]2C)cc1,2,7,·,42,20,21,-2,1
COc1ccccc1C#Cc1ccc2c(c1)O[C@H](CN(C)C(C)=O)[C@H](C)CN([C@H](C)CO)S2(=O)=O,-8,2,10,·,2,38,-2,-6
O=C1NC(=O)C(=C2CCCCCC2)S1,·,-9,·,-25,-1,-2,·,·
CN(C)c1ncnc2c1ncn2[C@H]1CN(Cc2ccc(F)cc2)C[C@@H](CO)O1,·,-21,8,-24,·,·,3,1
